High-throughput results from PubChem BioAssay.
RAD52 inh: inhibitors of human RAD52 DNA annealing; actives 0.46% (n = 360,000); P43351; inhibition, % at 18.7 µM; recombinant RAD52 DNA annealing, FRET fluorescence;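 active means every replicate showing at least 50% inhibition; inconclusive means mean inhibition at least 50% but not in every replicate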
Target sequence (P43351 whole entry, looked up): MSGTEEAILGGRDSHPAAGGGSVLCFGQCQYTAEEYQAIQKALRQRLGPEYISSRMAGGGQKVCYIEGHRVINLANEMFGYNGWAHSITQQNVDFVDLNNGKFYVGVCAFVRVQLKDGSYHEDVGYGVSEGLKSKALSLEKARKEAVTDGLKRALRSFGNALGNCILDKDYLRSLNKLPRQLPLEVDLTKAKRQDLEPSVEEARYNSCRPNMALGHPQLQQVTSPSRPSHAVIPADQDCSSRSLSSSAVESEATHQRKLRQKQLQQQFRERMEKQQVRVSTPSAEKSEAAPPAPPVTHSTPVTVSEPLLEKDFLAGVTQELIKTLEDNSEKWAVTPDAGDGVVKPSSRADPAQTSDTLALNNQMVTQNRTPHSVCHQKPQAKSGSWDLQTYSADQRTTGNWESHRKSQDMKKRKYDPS
PglD DTNB: inhibitors of Campylobacter jejuni PglD acetyltransferase | purified PglD enzyme, DTNB colorimetric CoA detection | actives 0.098% (n = 360,000) | inhibition, % at 12.5 µM; in the data active means inhibition above about 16%, passing the limit was not always enough; inconclusive means no clear call, values can overlap the other calls; further: strong numbers were not always called active
esBAF inh: inhibitors of esBAF chromatin remodeling in mouse ES cells; reporter increase, % at 12.5 µM; actives 2% (n = 350,000); AID 602393; Bmi1-luciferase knock-in reporter, 24 h; 100% = twice the neutral-well signal; in the data active means activation above about 40%; inconclusive means no clear call, values can overlap the other calls;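 further: 0% = median of the plate's neutral control wells and 100% = double that signal; a rise in the Bmi1 reporter signal indicates esBAF inhibition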
E-selectin induc: induces E-selectin expression in human endothelial cells; activation, % at 7.58 µM; AID 686992; HUVEC E-selectin immunofluorescence imaging; normalized: neutral wells 0, TNF-alpha wells 100; P16581; actives 0.37% (n = 260,000);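 active means mean E-selectin-positive cell signal at least 10% of the positive control, reached in at least 60% of replicates, without over 20% cell loss; inconclusive means no rule given, readout overlaps actives, possibly toxicity-flagged; inactive means the rest, including those meeting only one limit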;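 further: in these data hits start at about 27%; measured in HUVEC primary endothelial cells; signal is the percent of cells scored E-selectin positive by PE staining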
Target sequence (P16581 whole entry, looked up): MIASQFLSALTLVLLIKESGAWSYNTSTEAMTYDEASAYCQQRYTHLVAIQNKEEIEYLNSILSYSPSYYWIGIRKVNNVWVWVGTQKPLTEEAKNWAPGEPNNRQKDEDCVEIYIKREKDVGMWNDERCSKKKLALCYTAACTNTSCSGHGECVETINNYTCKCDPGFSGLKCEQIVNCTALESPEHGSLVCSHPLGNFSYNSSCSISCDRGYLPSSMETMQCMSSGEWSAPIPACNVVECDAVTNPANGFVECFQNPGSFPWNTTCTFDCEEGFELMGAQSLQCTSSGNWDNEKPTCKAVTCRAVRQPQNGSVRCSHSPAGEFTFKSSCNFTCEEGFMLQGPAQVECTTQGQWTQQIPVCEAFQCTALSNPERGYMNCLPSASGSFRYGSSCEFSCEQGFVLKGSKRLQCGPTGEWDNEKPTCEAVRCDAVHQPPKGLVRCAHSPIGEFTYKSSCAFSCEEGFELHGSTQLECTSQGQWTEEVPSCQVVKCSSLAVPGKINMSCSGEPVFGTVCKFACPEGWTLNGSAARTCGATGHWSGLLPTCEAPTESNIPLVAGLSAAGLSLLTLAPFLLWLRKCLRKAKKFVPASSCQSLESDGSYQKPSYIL
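Test system: HUVEC; input: 3,000 HUVEC/well; measured by: immunofluorescence imaging; read-out: % PE-positive cells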
RAD54 branch: inhibitors of human RAD54 branch migration; actives 0.14% (n = 360,000); inhibition, % at 10.4 µM; Q92698; RAD54 Holliday junction branch migration, FAM/BHQ fluorescence;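 active means mean normalized replicate activity at least 40 and at least half of replicates scoring 40 or more; inconclusive means only one of the two criteria met; inactive means mean below 40 and under half of replicates reaching 40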;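 further: 0% = median of neutral control wells and 100% = median of positive control wells; inhibitors cause a drop in the FAM fluorescence signal; in these data hits start at about 50%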
ARNT-TACC3 inh: disruptors of human ARNT/TACC3 interaction; AlphaScreen His-ARNT PAS-B/GST-TACC3 binding, luminescence; TACC3 fragment carries E629A point mutation; inhibition, % at 9.99 µM; actives 0.66% (n = 390,000); AID 623870;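 active means mean inhibition of replicates at least 50% and at least half of replicates each reaching 50%; inconclusive means half or more replicates reach 50% but mean below 50%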;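 further: 0% = complete ARNT plus TACC3 wells and 100% = ARNT alone without TACC3; many hits fall short of the cut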
ERp5 inh: blocks human ERp5 reductase activity on insulin | Q15084 | ERp5 insulin aggregation, absorbance 650 nm, 90 min | inhibition, % at 9.99 µM | actives 0.05% (n = 350,000);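 active means mean replicate inhibition above about 25%, with every replicate also reaching it, limit read from the data, passing the limit was not always enough; inconclusive means only one of those two criteria met; inactive means neither criterion met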
CASP6 VEID inh: blocks human caspase-6 cleavage activity. actives 0.53% (n = 350,000). inhibition, % at 12.5 µM. purified caspase-6, Z-VEID-R110 cleavage fluorescence;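 active means mean inhibition across replicates at least about 35%, with every replicate also reaching that limit, limit read from the data; inconclusive means only one of the two criteria met; inactive means neither criterion met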;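 further: 0% = median of neutral control wells and 100% = no fluorescence left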
* = called active by the depositor; i = inactive; u = inconclusive; x = not tested or not shown; & = joins results of further samples.

Every second line gives: RAD52 inh, PglD DTNB, esBAF inh, E-selectin induc, RAD54 branch, ARNT-TACC3 inh, ERp5 inh, CASP6 VEID inh
1: O=C(NCCCN1CCCC1=O)c1cccc(S(=O)(=O)Nc2ccc(F)cc2)c1
    -18, 2, -7, 0.1, -1, 1, 4, 2
2: Cc1cccc(NC(=O)Nc2ccc(F)cc2)n1
    -7, 10, u, 0.1, -10, -8, 2, 2
3: COc1ccccc1C(=O)NCc1nnc(SC(C)C(=O)Nc2nccs2)n1C (centres undefined)
    -7, 1, 2, 0.3, -1, 2, -2, -2
4: COc1ccc(N(CC(=O)NCc2ccco2)C(=O)CCC(=O)Nc2nccs2)c(OC)c1
    -13, -3, 4, x, -6, -1, 6, 2
5: COc1cc2cc(C[C@H](C)O)oc(=O)c2cc1OC
    x, 6, 1, -0.1, -3, -2, x, x
6: CNc1ccc2c3c(cccc13)C(=O)N(C)C2=O
    i, x, x, 0.2, x, -37, -3, -37
7: COc1ccc(NC(=O)CCSc2nnc(C)s2)cc1
    x, 3, 3, x, 8, -3, x, x
8: Cc1c(C)n(-c2ccc(Cl)cc2)c2ncnc(N)c12
    2, -7, x, 0.0, -1, -3, -1, -2
9: C[C@@H]1CCCCO[C@@H](CN(C)C(=O)CCCN(C)C)[C@@H](C)CN([C@H](C)CO)C(=O)c2cc(NS(=O)(=O)c3ccc(Cl)cc3)ccc2O1
    20, -1, 2, 0.4, 0, -5, 1, 0
10: CC1CN(S(=O)(=O)c2cccc(C(=O)NNC(=O)C(C)Oc3ccccc3F)c2)CC(C)O1 (centres undefined)
    0, -2, 0, 0.0, -13, 2, -3, 6
11: Cc1ccc(C(=O)CC2(O)C(=O)N(C)c3ccc(Br)cc32)c(C)c1 (centres undefined)
    6, 0, 4, x, -5, 1, -6, 5
12: COc1ccc(Cl)cc1NC(=O)C(C)N1CCc2ccccc21 (centres undefined)
    -12, x, x, 9.1, x, 2, -1, 1
13: C/C(CC(=O)Nc1cccnc1)=N/NC(=O)COc1ccc(Cl)cc1Br
    -23, x, x, x, x, -3, 11, 0
14: C[C@H]1CCCCO[C@@H](CN(C)C(=O)NC2CCCCC2)[C@@H](C)CN([C@@H](C)CO)C(=O)c2cc(NS(=O)(=O)c3ccccc3)ccc2O1
    -59, 0, 2, -0.1, 2, 16, -6, -1
15: Oc1ccc(CNC2CCCCC2)cc1
    x, 2, 1, x, -15, 1, x, x
16: Cc1ccc(C)c(NC(=O)Cn2nnc(C(=O)NCc3ccco3)c2N)c1
    -13, -3, -1, x, -2, -2, -7, -2
17: CN(c1ccccc1C(=O)NC1CCCCC1)S(=O)(=O)c1ccccc1
    -6, -1, 3, -1.4, -8, -11, 0, -1
18: Cc1[nH]c(C)c(S(=O)(=O)NCc2ccccc2Cl)c1C(=O)N1CCCC1
    -1, -1, 0, x, 3, 2, 1, -5
19: Cc1ccc(S(=O)(=O)N2CCCCC2)cc1C(=O)NC1CC(C)(C)NC(C)(C)C1
    2, 0, 0, -1.1, 9, -7, 10, -1
20: Cc1c(Cl)cccc1NC(=O)CCC(=O)N/N=C/c1ccco1
    -11, -1, -6, 0.9, -1, x, 0, 0

6 records picked at random from the list so far, as already listed:
Every second line gives: RAD52 inh, PglD DTNB, esBAF inh, E-selectin induc, RAD54 branch, ARNT-TACC3 inh, ERp5 inh, CASP6 VEID inh
6: CNc1ccc2c3c(cccc13)C(=O)N(C)C2=O
    i, x, x, 0.2, x, -37, -3, -37
7: COc1ccc(NC(=O)CCSc2nnc(C)s2)cc1
    x, 3, 3, x, 8, -3, x, x
19: Cc1ccc(S(=O)(=O)N2CCCCC2)cc1C(=O)NC1CC(C)(C)NC(C)(C)C1
    2, 0, 0, -1.1, 9, -7, 10, -1
1: O=C(NCCCN1CCCC1=O)c1cccc(S(=O)(=O)Nc2ccc(F)cc2)c1
    -18, 2, -7, 0.1, -1, 1, 4, 2
16: Cc1ccc(C)c(NC(=O)Cn2nnc(C(=O)NCc3ccco3)c2N)c1
    -13, -3, -1, x, -2, -2, -7, -2
3: COc1ccccc1C(=O)NCc1nnc(SC(C)C(=O)Nc2nccs2)n1C (centres undefined)
    -7, 1, 2, 0.3, -1, 2, -2, -2

The listing picks up; the two compounds before the break are reprinted first.
Every second line gives: RAD52 inh, PglD DTNB, esBAF inh, E-selectin induc, RAD54 branch, ARNT-TACC3 inh, ERp5 inh, CASP6 VEID inh
19: Cc1ccc(S(=O)(=O)N2CCCCC2)cc1C(=O)NC1CC(C)(C)NC(C)(C)C1
    2, 0, 0, -1.1, 9, -7, 10, -1
20: Cc1c(Cl)cccc1NC(=O)CCC(=O)N/N=C/c1ccco1
    -11, -1, -6, 0.9, -1, x, 0, 0
21: COc1ccc(Cc2nnc(SCC(=O)NC(C)c3ccccc3)o2)cc1 (centres undefined)
    x, -8, -9, x, 1, -2, x, x
22: CCC(=O)Nc1ccc2c(c1)C(=O)N(C)C[C@@H](OC)[C@@H](C)CN(Cc1ccccc1)[C@@H](C)CO2
    -9, 2, 0, -0.1, 4, -9, 11, 1
23: Cc1c(Cc2ccccc2)[n+](=O)c2ccccc2n1[O-]
    3, -2, x, 0.0, 4, x, 0, 0
24: Cc1nc(C(F)(F)F)nc(Nc2ccc(N=Nc3ccccc3)cc2)c1C#N
    -9, x, x, 6.4, x, -4, 5, 0
25: O=C(Nc1ccncc1)c1cc(-c2ccccn2)nc2ccc(Br)cc12
    -8, 1, -3, -0.1, -9, 1, -5, 2
26: CO[C@@H]1CN(C)C(=O)c2ccc(NC(=O)C3CCCC3)cc2OC[C@H](C)NC[C@@H]1C
    1, 1, 2, 0.1, 4, -15, 0, 3
27: C[C@H](CO)N1C[C@H](C)[C@H](CN(C)S(C)(=O)=O)Oc2cc(Br)ccc2S1(=O)=O
    1, 3, -1, 0.0, -2, -6, 11, 1
28: O=C(CSc1nc(-c2ccccc2)c(-c2ccccc2)o1)N1CCOCC1
    x, -6, -1, x, 2, 43, x, x
29: CCOC(=O)Cc1csc(NC(=O)c2ccncc2)n1
    x, -2, 10, x, 2, -10, x, x
30: COc1ccccc1CNC(=O)C[C@H]1C[C@H]2c3cc(NC(=O)C4CCC4)ccc3O[C@H]2[C@@H](CO)O1
    2, -1, 6, 0.2, -17, -10, -2, -4
31: COc1ccc(NC(=O)C2CCCN(S(=O)(=O)c3ccc4c(c3)oc(=O)n4C)C2)c(OC)c1 (centres undefined)
    -10, 0, 12, 1.4, 0, -3, 2, -2
32: Clc1ccc(N2COC3c4cccc5cccc(c45)C32)cc1 (centres undefined)
    x, -5, 12, x, 5, -2, x, x
33: CC=Cc1ccc2n(c1=O)C[C@@H]1[C@@H](CO)[C@H](C(=O)NCc3ccccn3)[C@H]2N1C (mixture of isomers)
    -17, 4, -4, -0.1, 6, 7, -1, 2
34: S=c1[nH]c(-c2ccccc2)cn1/N=C/c1ccccc1Br
    -15, 0, 24, 16, -6, 4, 4, -8
35: Nc1nc(C23CC4CC(CC(C4)C2)C3)cs1
    x, 0, -14, x, 3, 2, x, x
36: CCc1cccc(C)c1NC(=O)C1CCN(c2nn3c(=O)cc(C)nc3s2)CC1
    -6, x, 2, -0.1, x, 7, 2, 18
37: Cc1ccc(S(=O)(=O)N(CC(=O)N2CCCC2)C2CCCCC2)cc1
    -13, -2, 1, x, 6, 2, 0, -2
38: Cc1cc(C)c(C(O)c2ncc(-c3ccccc3Cl)[nH]2)c(C)c1 (centres undefined)
    3, 5, -5, 0.1, -10, x, 6, 3
39: Cc1ccc(-c2ccc(CCC(=O)O)n2-c2cccc(C(=O)O)c2)cc1
    -25, -3, u, x, 2, 3, 2, 5
40: CO[C@H]1CN(C)C(=O)c2cc(NC(=O)C3CC3)ccc2OC[C@H](C)N(C)C[C@H]1C
    7, 6, 0, -0.1, -3, -9, -4, 0
41: COc1ccc(NC(=O)N(C)C[C@H]2Oc3ccc(NC(=O)Nc4ccccc4)cc3C(=O)N([C@@H](C)CO)C[C@H]2C)cc1
    17, -12, 2, 0.5, 0, 4, 0, -1
42: CCN(CC(=O)Nc1c(F)cccc1F)C(=O)Cc1ccc(S(=O)(=O)N2CCOCC2)s1
    -18, 7, -3, 0.4, -9, 3, 8, -84
43: Cc1ccc2nc(-c3ccc(O)cc3)c(Nc3ccc4c(c3)OCCO4)n2c1
    0, -3, 19, -0.2, -3, -3, -4, -2
44: CCC(C)NC(=O)CN(C1CCCCC1)S(C)(=O)=O (centres undefined)
    0, 6, -8, -0.3, -2, x, 2, -2
45: CC(C)[C@H](NC(=O)OCc1ccccc1)C(=O)N[C@@H](Cc1c[nH]c2ccccc12)C(=O)O
    -11, 3, -8, -0.2, -12, -2, -4, 0
46: Cc1ccc(NC(=O)CN(C)C(=O)c2ccc(NS(=O)(=O)c3ccc4[nH]c(=O)[nH]c4c3)cc2)cc1
    -14, 4, 0, 4.2, -7, -7, -6, 4
47: COC(=O)C(Cc1cnc(Cl)s1)(C(=O)OC)c1ccc([N+](=O)[O-])cc1
    x, -6, 7, x, -1, 5, x, x
48: CCOc1ccc(N2CC(C(=O)NC3=NCCS3)CC2=O)cc1 (centres undefined)
    -5, -6, 4, 1.2, -1, 2, -1, 3
49: C[C@H](CO)N1C[C@H](C)[C@@H](CN(C)C(=O)Nc2cccc3ccccc23)Oc2ccc(NC(=O)Nc3ccc4c(c3)OCO4)cc2CC1=O
    4, 1, 7, 0.1, -1, x, -1, 0
50: COc1ccc(NC(=O)NNS(=O)(=O)c2cc(C)ccc2C)cc1OC
    -10, 1, x, -0.1, -3, -3, 2, -1
51: Cn1c(-c2ccc3c(c2)OCO3)cnc1NC(=O)CCC(=O)NCCc1ccccc1
    x, -4, 24, x, 1, 38, x, x
52: CCCS(=O)(=O)NC(=O)C1(C)CCCN(C(=O)c2ccccc2)C1 (centres undefined)
    -9, 1, -5, 0.4, 2, x, -2, -1
53: O=C(NCCCn1ccnc1)c1ccco1
    x, -3, -6, x, 0, 2, x, x
54: CCNC(=O)C[C@H]1CC[C@@H]2[C@@H](COc3ccc(NC(=O)Cc4ccccc4)cc3C(=O)N2C)O1
    5, 2, -6, 0.0, 0, -5, -5, 1
55: C[C@H]1CN([C@@H](C)CO)C(=O)CCCn2nncc2CO[C@H]1CN(C)Cc1ccccc1C(=O)O
    12, 2, -4, 0.4, 0, -1, 1, 0
56: Cc1ccnn1CC(=O)N/N=C/c1ccc([N+](=O)[O-])s1
    -5, x, x, -0.4, x, -6, 0, 7
57: Cc1cc2ccccn2c1C(=O)c1nc(NCc2ccccc2)ncc1Cl
    -17, x, x, x, x, 11, 2, -2
58: C[C@@H]1CN([C@@H](C)CO)S(=O)(=O)c2ccc(-c3cncnc3)cc2O[C@H]1CN(C)C(=O)c1ccc2c(c1)OCO2
    -5, -3, 1, 0.2, 4, -6, -4, -2
59: C=Cn1cc[n+](CC(=O)c2cccs2)c1
    11, 2, -1, x, 4, -2, -1, -35
60: O=C(Cn1cc(COc2cc(F)cc(F)c2)nn1)c1ccc(O)cc1
    3, -4, 1, 1.6, -8, -5, 0, 5
61: CC[C@H](NC(=O)/C=C/[C@H]1O[C@@H](n2cc(C)c(=O)[nH]c2=O)C[C@@H]1O)c1ccccc1
    0, 7, -2, 0.0, 14, x, 4, 4
62: O=C(NCC1CCCCC1)[C@@H]1N[C@@H]2c3ccc(-c4ccccc4F)c(=O)n3C[C@@H]2[C@H]1CO
    7, -1, 1, -0.2, -7, 26, 2, 0
63: COc1ccc(-c2ccc(C3[C@H]4CNC[C@@H]3N4Cc3cccc(OC)c3)cc2)cc1 (some centres undefined)
    14&30, x, x, 0.0&0.2, x, x, 2&-3, -2&0
